Source: PubChem (National Center for Advancing Translational Sciences (NCATS))
Menin-MLL TR inh = displaces Texas Red mutant MLL peptide from human menin | O00255 | Menin + Texas Red MLL mutant peptide, fluorescence polarization | Potency, µM (doses to about 61.6 µM), inactives show at the top dose FP activity change, negative = inhibition, actives largely listed as inhibitors | 0.23% of 270,000 active | AID 1768; active means well fitted inhibition curve with a large enough effect in the polarisation, with a control signal flat, not every such curve was filed as active; inconclusive means small, poorly fitted or top-dose-only effect, or effect the other way, or a change in a side signal; inactive means no such curve, though single readings can be large or run the other way; the % refers to the polarisation; further: potency means the concentration at half of the fitted maximal effect; % of control where 0% means no effect; many of its hits are not listed in these tables
S-ASM inh = inhibitors of human secretory acid sphingomyelinase; placental ASM, HMU-PC fluorogenic substrate, 60 min; Potency, µM (doses to about 57.5 µM), for inactives: at the highest dose activity change, negative = inhibition, hits mostly inhibitors; 0.006% of 340,000 active; further: potency means the concentration at half of the fitted maximal effect
Target sequence (P17405 47-631 limits assumed): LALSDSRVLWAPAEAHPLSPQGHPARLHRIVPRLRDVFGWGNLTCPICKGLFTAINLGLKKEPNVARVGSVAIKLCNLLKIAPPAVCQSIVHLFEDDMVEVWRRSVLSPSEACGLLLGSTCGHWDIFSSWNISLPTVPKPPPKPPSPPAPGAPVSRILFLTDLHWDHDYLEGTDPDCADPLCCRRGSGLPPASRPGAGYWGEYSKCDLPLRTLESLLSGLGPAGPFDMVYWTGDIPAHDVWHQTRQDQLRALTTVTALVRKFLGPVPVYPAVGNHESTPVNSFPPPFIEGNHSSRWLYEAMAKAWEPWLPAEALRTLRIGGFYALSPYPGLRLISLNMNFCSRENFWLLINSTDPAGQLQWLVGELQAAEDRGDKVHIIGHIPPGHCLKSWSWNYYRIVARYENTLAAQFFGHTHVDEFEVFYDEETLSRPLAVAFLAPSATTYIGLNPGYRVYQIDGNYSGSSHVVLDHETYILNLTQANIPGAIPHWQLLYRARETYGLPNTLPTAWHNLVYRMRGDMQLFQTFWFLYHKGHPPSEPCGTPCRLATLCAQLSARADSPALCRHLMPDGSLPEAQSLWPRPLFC
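Fluorogenic HMU-PC substrate (9 uM final) is turned over by placental ASM in 60 min at 37 C after a 10 min compound preincubation. Reaction ended by alkaline stop (pH 10), with fluorescence read at 386/447 nm.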
Mito fusion act = blocks mitochondrial division or promotes mitochondrial fusion | S. cerevisiae fusion-defective mutant growth rescue, CellTiterGlo 48 h | Potency, µM (top dose mostly 46.1 µM), inactives show top-dose growth rescue (activation), usual class: activators | 0.23% of 320,000 active | AID 485298;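 further: potency means the concentration at half of the fitted maximal effect; % of control where 0% means no effect; nearly all actives have a fitted effect of over 45% in size; temperature-sensitive fusion mutants such as fzo1-1 at 37 °C on non-fermentable ethanol glycerol medium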
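Temperature-sensitive fusion-defective S. cerevisiae (e.g. fzo1-1, mgm1-5) were grown with compound in YPEG medium (3% ethanol, 3% glycerol) for 48 hours at 37C. Growth rescue was measured as viability by CellTiterGlo luminescence after 10 minutes at ambient.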
MBNL1-CUG inh = inhibitors of human MBNL1 binding to CUG repeat RNA; AID 2675; Q9NR56; 0.036% of 280,000 active; Potency, µM (top dose mostly 57.5 µM), inactives show at the highest dose activity change, negative = inhibition, usual class: inhibitors; TR-FRET MBNL1-His/biotin-(CUG)12 binding, 665/545 ratio; active means well fitted inhibition curve with a large enough effect in the signal ratio, with a control signal flat, not every such curve was filed as active; inconclusive means small, poorly fitted or top-dose-only effect, or effect the other way, or a change in a side signal; inactive means no such curve, though single readings can be large or run the other way; the % refers to the signal ratio; further: potency means the concentration at half of the fitted maximal effect; on the % scale 0 is the no-effect control and ±100 the full control effect
Target sequence (Q9NR56 whole entry, looked up): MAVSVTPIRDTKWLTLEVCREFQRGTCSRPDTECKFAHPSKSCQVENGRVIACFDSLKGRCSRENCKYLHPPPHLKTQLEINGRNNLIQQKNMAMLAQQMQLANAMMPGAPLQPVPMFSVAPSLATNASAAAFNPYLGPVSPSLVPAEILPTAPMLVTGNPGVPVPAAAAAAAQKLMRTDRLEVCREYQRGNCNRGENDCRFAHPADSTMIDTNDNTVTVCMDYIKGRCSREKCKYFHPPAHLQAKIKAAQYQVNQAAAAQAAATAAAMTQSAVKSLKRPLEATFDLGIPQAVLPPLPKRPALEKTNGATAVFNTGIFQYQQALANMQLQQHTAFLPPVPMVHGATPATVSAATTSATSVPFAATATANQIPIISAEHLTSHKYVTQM
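MBNL1-His + Biotin-(CUG)12, cpd titration 92 nM–58 uM; Tb anti-His Ab 0.055 ng/ul, SA-XL665 5 nM (final); 60 min RT; ratiometric 665/545 nm, Ex 340 nm; normalized to buffer and full-complex controls.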
CXXC DNA block = MLL CXXC-DNA interaction inhibition; MLL-CXXC / FITC-HOXA9 DNA fluorescence polarization; Potency, µM (series often up to 115 µM), for inactives: top-dose activity change, negative = inhibition, usual class: inhibitors; 0.037% of 290,000 active; AID 2662; active means well fitted inhibition curve with a large enough effect in the polarisation, with a control signal flat, not every such curve was filed as active; inconclusive means small, poorly fitted or top-dose-only effect, or effect the other way, or a change in a side signal; inactive means no such curve, though single readings can be large or run the other way; the % refers to the polarisation; further: potency means the concentration at half of the fitted maximal effect
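Steps: dispense CXXC domain solution (7 uM) → pin compounds or unlabeled HOX-A9 DNA control → 5 min ambient → add FLSN-HOX-A9 solution (50 nM) → spin → 30 min ambient → fluorescence polarization. Tris pH 7.5/NaCl/DTT/BSA buffer.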
AT treatment = candidate therapy for ataxia-telangiectasia; […] A-T fibroblasts, KAP-1 phosphorylation AlphaLISA; neocarzinostatin DNA damage 30 min before lysis; Potency, µM (doses to about 57.5 µM), for inactives: at the top dose activation, hits mostly activators; 0.19% of 320,000 active; further: potency means the concentration at half of the fitted maximal effect; % of control where 0% means no effect; nearly all actives have a fitted effect of over 45% in size
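ATM-like activity read as KAP-1 phosphorylation via AlphaLISA donor/acceptor antibody pairs after lysis and 6 hr at 25C. Cells were ATM-null patient fibroblasts ([…], hTERT), dosed 60 min, then exposed to the DSB inducer NCS for 30 min.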
PTAP TSG101 blk = blocks PTAP/TSG101 interaction to inhibit HIV-1 budding; Fluorescence polarization, FITC-PTAP peptide / Tsg101 binding; Potency, µM (titrated, usually from 115 µM), for inactives: at the highest dose activity change, negative = inhibition, hits mostly inhibitors; 340,000 tested, under 10 active; AID 493005; active means well fitted inhibition curve with a large enough effect in the main read-out, with a control signal flat, not every such curve was filed as active; inconclusive means small, poorly fitted or top-dose-only effect, or effect the other way, or a change in a side signal; inactive means no such curve, though single readings can be large or run the other way; further: potency means the concentration at half of the fitted maximal effect; % of control where 0% means no effect
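Steps: Tsg101 binding domain dispensed (10 uM final), compounds pinned in DMSO, FITC-labeled PTAP-motif peptide added (50 nM final); after 20 min binding at room temperature, polarization measured.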
a7 integrin act = integrin-mediated muscular dystrophy alleviation activation. alpha7betagal myoblasts, beta-gal FDG fluorescence, 48 h. Potency, µM (series often up to 38.3 µM), for inactives: at the top dose activation, hits mostly activators. 0.064% of 350,000 active;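 further: potency means the concentration at half of the fitted maximal effect; 100% = response of the positive control SU9516; nearly all actives have a fitted effect of over 60% in size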
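alpha7betagal+/- myoblasts (passage 13, 250/well) treated 48 h at 37C with compounds at 1:260 dilution of DMSO stock. Lysed, then beta-galactosidase activity read as FDG fluorescence (ex 480/em 540) after 30 min, with pre-read for autofluorescence.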
TCR activator = activates T cell receptor signaling; Potency, µM (titrated, usually from 9.22 µM), inactives show top-dose activation of IL-2 secretion, usual class: activators; primary human leukocytes, anti-CD3, IL-2 HTRF, 48 h; AID 504894; 330,000 tested, under 10 active; further: % of control where 0% means no effect
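Using a-CD3 beads without co-stimulation, primary human leukocytes were exposed to compounds for 48 hr. An HTRF IL-2 kit measured the cytokine, with europium-to-d2 energy transfer producing emission at 665nm upon 320nm excitation.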
TSHR antagonist = human thyrotropin receptor antagonism; 0.2% of 330,000 active; P16473; activity change, negative = inhibition, % at 11.5 µM; AID 504810; TSHR-expressing cells, TSH-stimulated cAMP HTRF, 2 h; stronger effect = lower value;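 active means activity change below a set negative limit, meaning inhibition stronger than a set level, cut at about -70% in these data; inconclusive means activity change between two set negative limits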; further: on the % scale 0 is the no-effect control and ±100 the full control effect
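Antagonism was scored as loss of TSH-driven cAMP in TSHR cells, stimulated with 4nM TSH (EC80) for 2 hours at 37 deg C and detected by homogeneous HTRF competition immunoassay.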
Active calls of the source: *; i = inactive; ? = inconclusive; . = not tested or not shown; & = joins results of further samples; [ ] = dose if it differs, or a comment. Unless noted, the call rests on the fitted dose curve; in most records, active means well fitted curve in the direction sought with a large enough effect; inconclusive means small, poorly fitted or top-dose-only effect, or another doubt; inactive means no such curve, though single readings can be large; an effect the other way counts as inactive or inconclusive. The list is partial. The share of hits here may be higher or lower than overall.

SMILES	Menin-MLL TR inh	S-ASM inh	Mito fusion act	MBNL1-CUG inh	CXXC DNA block	AT treatment	PTAP TSG101 blk	a7 integrin act	TCR activator	TSHR antagonist
CC(C)OP(=O)(OC(C)C)C(O)c1cccc([N+](=O)[O-])c1 (centres undefined)	.	-2%	2%	29%	-4%	-3%	-3%	13%	5%	-2
COc1cccc(CN(C(=O)Cc2c[nH]c3ccccc23)C(C(=O)NC2CCCCC2)c2ccc(C)o2)c1 (centres undefined)	7%	-11%	10%	-5%	10%	-4%	-2%	-21%	-6%[46.1 µM]	13
COc1ccc(S(=O)(=O)NCC(c2cccs2)N2CCc3ccccc3C2)cc1 (centres undefined)	.	-3%	?	.	.	1%	0%	33%	5%	-10
CCC(=O)Nc1c(-c2ccc(Cl)cc2)c(=O)c2ccccc2n1C	10%	1%	10%	5%	28%	1%	5%	?	0%	17
COc1cc(NCc2ccccc2)c2ncn(Cc3ccccc3)c2c1	.	-22%	.	.	.	5%	2%	0%	-4%	17
CC1(C)C(=O)Nc2ccccc2N1C(=O)COC(=O)Cc1c(F)cccc1Cl	.	0%	11%	.	.	12%	-1%	8%	3%	3
Cc1ccc(N=Nc2c(C)[nH][nH]c2=O)c(C)c1	-5%	-9%	3%	?	-7%	.	0%	-22%	.	23
COc1ccc(-c2c3c(nc4sc(C(=O)Nc5cc(C)on5)c(N)c24)CCC3)cc1	-9%	118%[activator]	?	13%	31%[activator]	4%	-4%	10%	.	-2
CC(NC=O)c1nc2ccccc2n1CCc1ccccc1 (centres undefined)	1%	3%	-2%	4%	3%	3%	-1%	9%	6%	-3
Cc1occc1C(=O)N/N=C/c1ccc(Br)s1	21%	-4%	2%	?	-13%	-2%	0%	2%	2%	0
CCOC(=O)c1nc2sc(C)c(C)c2c(=O)[nH]1	.	238%[activator]	3%	12%	5%	-4%	-6%	-1%	.	17
COc1cc2c(cc1NC(=O)CSc1ccccn1)oc1ccccc12	?	1%	-4%	2%	10%	7%	-4%	-3%	4%	1
Cc1c(CCC(=O)O)c(=O)n2c([nH]c3ccccc32)c1C#N	8%	i	-1%	5%	2%	-2%	-7%	2%[7.66 µM]	-1%	-4
N#Cc1ccc(OCc2ccc(C(=O)O)o2)cc1	3%	2%	5%	-8%	-5%	13%	-6%	?	2%	6
COc1ccccc1N1CCN(C(=O)c2ccccc2N(C)S(=O)(=O)c2ccc(C)cc2)CC1	.	1%	2%	-6%	-28%	-8%	-2%	-17%	-3%	-12
CS(=O)(=O)N1CCN(c2ccccc2NC(=O)c2ccc3ccccc3c2)CC1	2%	-2%	?	13%	-17%	0%	-4%	12%	2%[46.1 µM]	-12
S=c1[nH]nc(-c2ccco2)n1-c1ccccc1Cl	-11%	-2%	4%	3%	-6%	1%	-5%	-17%	7%	-10
CCn1c(SCC(=O)Nc2c(C)n(C)n(-c3ccccc3)c2=O)nnc1-c1cccc(C)c1	-11%	3%	-4%	-13%	-3%	10%	-6%	-15%	-6%	-10
Cc1ccc(S(=O)(=O)/N=C(\CN2CCCCC2)N2CCOCC2)cc1	-8%	1%	0%	-13%	-7%	2%	-6%	-12%	-5%	-13
Cc1cc(C)nc(SCCC(=O)N2CCOCC2)n1	-9%	4%	1%	-4%	1%	1%	0%	1%	-21%[46.1 µM]	-4
COc1ccc(OC)c(S(=O)(=O)N2CCC(NC(=O)c3ccccc3)CC2)c1	1%	-2%	-7%	1%	?	0%	-12%	0%	0%	0
O=C(Cc1csc(-c2ccccc2)n1)NCc1cccs1	7%	-2%	4%	1%	3%	11%	-5%	25%	-1%	15
O=c1cc(-c2ccc([N+](=O)[O-])cc2)nc2cc(-c3ccc(Cl)cc3)[nH]n12	15%	.	2%	11%	-4%	-2%	.	.	0%[46.1 µM]	-9
Cc1ccc2c(C)nc(Nc3nc(CSc4nc5ccccc5[nH]4)cc(=O)[nH]3)nc2c1	-14%	-10%	1%	9%	77%[activator]	9%	-4%	-61%[inhibitor]	4%	-45
Oc1cccc2cnccc12	.	0%	7%	7%	-10%	-4%	0%	?	3%	-5
Cc1ccc(C(=O)N2CCN(CCNC(=O)C(=O)NCc3ccc(Cl)cc3)CC2)cc1	.	3%	16%	-2%	-2%	0%	-6%	27%	3%	1
O=C(CN1C(=O)c2ccccc2C1=O)NNC1=NS(=O)(=O)c2ccccc21	8%	6%	-3%	.	-3%	4%	-5%	13%	13%[46.1 µM]	-3
O=C(Cc1coc2ccc3ccccc3c12)N1CCN(c2ncccn2)CC1	2%	-3%	4%	-1%	-3%	8%	-9%	-4%	.	1
CCOC(=O)c1c(-c2cccs2)csc1NC(=O)CNCCN1CCOCC1	-20%	.	-2%	7%	-12%	-11%	.	.	.	12
CSCCC(C(=O)NC1=NCCS1)N1C(=O)c2ccccc2C1=O (centres undefined)	12%	1%	2%	5%	-11%	.	0%	25%	5%	4
O=C(NC1C(=O)NNC1c1ccccc1)c1ccc(F)cc1 (centres undefined)	-15%	5%	2%	-7%	-2%	2%	-7%	5%	8%	3
COc1ccc(OC)c(C(=O)CSc2nnc(Cc3cccs3)n2C)c1	-13%	-3%	6%	?	-5%	8%	-7%	3%	-3%	24
C=CCc1cc(C)ccc1OCCn1ccnc1	-12%	1%	2%	-6%	-9%	.	-9%	2%	-1%	-3
Cc1ccccc1NS(=O)(=O)c1nnc(NC(=O)C(C)C)s1	0%	-2%	4%	-5%	8%	8%	1%	0%	4%	-7
O=C(Cn1c(=O)cnc2ccccc21)Nc1cccc(S(=O)(=O)N2CCCCC2)c1	.	7%	2%	.	.	-3%	1%	13%	.	-16
CC1(C)C(=O)N(CCN2CCC(C(=O)c3ccc(F)cc3)CC2)c2ccccc21	?	2%	?	.	-7%	2%	-4%	.	-12%	-15&-8
O=C(c1ccccc1NS(=O)(=O)c1cccs1)N1CCOCC1	13%	-1%	-4%	0%	-5%	.	-6%	0%	-21%[46.1 µM]	-1
Cc1cccc(C)c1NC(=O)C(=O)NCCCN1CCOCC1	4%	1%	1%	-4%	2%	4%	-1%	-39%[inhibitor]	-4%[46.1 µM]	4
COc1ccc(OCC(=O)Nn2c(-c3ccc(OC)cc3)nc3ccccc3c2=O)cc1	-1%	-2%	7%	?	0%	5%	-1%	3%	3%[46.1 µM]	41
CCCOc1cc(C)c(S(=O)(=O)N2CCOCC2)cc1C	-5%	.	16%	-3%	23%	14%	.	.	-2%[46.1 µM]	-2
COc1cccc(/C=C2\Sc3ccc(C(=O)NCC4CCCO4)cc3N(C)C2=O)c1 (centres undefined)	37%[activator]	-2%	18µM*	?	-5%	2%	-1%	-21%	-2%	3
Cc1ccc(CSc2cc(C)[nH]c(=O)n2)cc1	.	-16%	3%	3%	-1%	-8%	-2%	4%	-7%	-9
CCN(CC)S(=O)(=O)c1ccc(C(=O)Nc2cccc(C)c2)cc1	.	-2%	23%	-5%	0%	2%	-16%	5%	3%	-8
COc1ccc(CNC(=O)C2CCCN2S(=O)(=O)c2ccccc2)cc1 (centres undefined)	-1%	3%	1%	-9%	-1%	9%	-5%	-2%	-7%	-9
CC(=O)C1=NN(c2ccccc2)C(c2cccs2)N1c1ccccc1 (centres undefined)	1%	.	1%	4%	-5%	.	.	.	.	-2
Cc1ccc(C(=O)N2CC(C(=O)O)C2)cc1	1%	-2%	2%	0%	20%	1%	-1%	-19%	0%	1
Cc1cc(-c2c(C)[nH]n(-c3ccc(Cl)cc3)c2=O)n[nH]1	?	0%	0%	6%	10%	-8%	-3%	-1%	1%	6
O=C(c1ccccc1Cl)N1CCC(c2nc3c(nnn3Cc3ccco3)c(=O)[nH]2)CC1	-10%	-1%	-1%	-4%	5%	1%	-6%	0%	-9%[46.1 µM]	8
COc1cc(/C=C(\C#N)C(=O)NCc2cccs2)ccc1O	11%	-8%	1%	40%[activator]	39%[activator]	-1%	2%	15%	-2%[46.1 µM]	-5
COc1cc(C(=O)NC2CC(C)(C)Cc3c2cnn3-c2ccccc2)cc(OC)c1OC (centres undefined)	-25%	-4%	-6%	-3%	14%	-4%	4%	0%	-2%	-5
